Rtt109 HAT inh = blocks Candida albicans Rtt109/Vps75 acetyltransferase activity. actives 0.16% (n = 330,000). inhibition, % at 34.9 µM. AID 540336. Q5AAJ8. purified Rtt109/Vps75, ThioGlo CoA-SH fluorescence, 4 h;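 active means inhibition of at least 50% in every replicate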
LANA DNA inh = blocks KSHV LANA C-terminal domain binding to DNA; MBP-C-LANA/FAM-LBS DNA binding, fluorescence polarization; AID 504423; inhibition, % at 9 µM; actives 0.078% (n = 340,000);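 active means highest replicate inhibition at or above 60% at 9 µM, even if other replicates fall short; inactive means all replicates below 60% inhibition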;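 further: 0% = neutral control wells and 100% = 4 µM acridine orange control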
dFosB act = mouse delta FosB homodimer activation; actives 0.99% (n = 340,000); purified delta FosB, TAMRA-CDK5 oligo fluorescence polarization; percent of positive-control signal above neutral wells; activation, % at 25 µM; P13346; AID 493131;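 active means mean activation above about 17%, with every replicate also reaching it, limit read from the data, passing the limit was not always enough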;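 further: fluorescence polarization rise as delta FosB binds a TAMRA Cdk5 AP-1 oligo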
Target sequence (P13346 whole entry, looked up): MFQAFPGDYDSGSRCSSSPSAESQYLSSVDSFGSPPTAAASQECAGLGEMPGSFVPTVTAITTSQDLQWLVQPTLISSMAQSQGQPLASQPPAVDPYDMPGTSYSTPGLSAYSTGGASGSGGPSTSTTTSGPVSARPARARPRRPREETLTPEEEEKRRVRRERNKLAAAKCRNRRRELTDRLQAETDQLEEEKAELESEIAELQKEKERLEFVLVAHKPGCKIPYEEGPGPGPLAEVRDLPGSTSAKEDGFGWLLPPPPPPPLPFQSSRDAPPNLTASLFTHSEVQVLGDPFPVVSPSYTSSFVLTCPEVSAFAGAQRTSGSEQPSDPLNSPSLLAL
Cardiac RTF inh = cardiac RTF calcium desensitization; P19429+P45379; IANBD-labeled cardiac RTF, Ca2+ fluorescence; inhibition, % at 7.15 µM; actives 0.12% (n = 340,000); AID 493244;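 active means inhibition above the mean inhibition of all tested compounds plus 3 SD, cut at about 17% in these data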;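 further: assay run at fixed EC70 calcium of 1.6 mM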
PvdQ acylase = P. aeruginosa PvdQ acylase inhibition. actives 0.063% (n = 340,000). inhibition, % at 10 µM. purified PvdQ acylase, fluorescence plate reader; in the data active means inhibition above about 30%, passing the limit was not always enough;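 further: 0% = vehicle neutral wells and 100% = reference inhibitor wells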
Keap1 Nrf2 FP = inhibitors of human Keap1-Nrf2 protein-protein interaction; Keap1 Kelch-Nrf2 peptide fluorescence polarization, 1536-well; inhibition, % at 9.4 µM; actives 0.15% (n = 340,000); in the data active means inhibition above about 12%;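 further: human Keap1 Kelch domain with fluorescein labeled Nrf2 9mer peptide probe; 0% = neutral control wells and 100% = peptide positive control; higher means more block of Keap1 binding to Nrf2 peptide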
RTF Ca sens act = increases calcium sensitivity of human cardiac regulated thin filaments; P19429+P45379; IANBD-labeled TnC RTF fluorescence at EC20 calcium; 0% EC20 calcium, 100% full calcium; activation, % at 7.2 µM; actives 0.24% (n = 340,000); AID 493008;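 active means activation above the mean over all tested compounds plus 3 SD, cut at about 30% in these data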;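 further: rise in fluorescence read as greater calcium sensitivity of cardiac thin filaments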
SUMO Mot1 rescue = SUMOylation pathway inhibition by Mot1-301 growth rescue; AID 2716; actives 1% (n = 320,000); S. cerevisiae Mot1-301 growth rescue, ATP luminescence, 38.5C; percent above DMSO median, 100 means doubled; growth rescue, % at 18.8 µM;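 active means every valid replicate shows activation above 250% relative to neutral control wells; inactive means the rest, any valid replicate at or below 250%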;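 further: OY570 slx delta 5 strain wells were the positive control but not used for scaling; some compounds called inactive have numbers as strong as hits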
NSD2 inh = blocks human histone methyltransferase NSD2. O96028. NSD2 peptide methylation, AlphaScreen, 120 min. inhibition, % at 12.5 µM. actives 0.54% (n = 310,000). AID 743445; in the data active means inhibition above about 50%
PfHsp90 set2 = inhibits growth of yeast expressing Plasmodium falciparum Hsp90. S. cerevisiae expressing PfHsp90, BacTiter-Glo ATP, 48 h; yeast lacking PDR1 and PDR3 efflux regulators. actives 0.32% (n = 310,000). inhibition, % at 9.4 µM;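 active means every replicate shows inhibition above about 80%, whatever the replicate mean, limit read from the data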;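 further: 0% = DMSO neutral controls and 100% = 20 µM radicicol positive controls; yeast relying on Plasmodium falciparum Hsp90 in place of its own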
CDK5 inh = blocks human CDK5/p35 kinase activity; Q00535+Q15078; Recombinant CDK5/p35, ADP-Glo luminescence, 60 min; inhibition, % at 10 µM; actives 0.01% (n = 330,000);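 active means highest replicate inhibition of at least 50% and at least 75% of replicates reaching 50%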;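 further: plate controls were DMSO neutral control for no effect and GW8510 at 10 µM for full effect; many of its hits are not listed in these tables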
Target sequence (Q00535 whole entry, looked up): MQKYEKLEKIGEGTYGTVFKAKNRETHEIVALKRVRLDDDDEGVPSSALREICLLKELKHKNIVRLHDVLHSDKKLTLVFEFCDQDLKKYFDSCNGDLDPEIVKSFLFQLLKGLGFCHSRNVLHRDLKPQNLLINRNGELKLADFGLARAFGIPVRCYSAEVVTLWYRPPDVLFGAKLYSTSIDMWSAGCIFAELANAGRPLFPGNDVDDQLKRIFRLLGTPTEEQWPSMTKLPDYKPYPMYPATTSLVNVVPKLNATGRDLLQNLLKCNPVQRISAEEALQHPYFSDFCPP
Target sequence (Q15078 whole entry, looked up): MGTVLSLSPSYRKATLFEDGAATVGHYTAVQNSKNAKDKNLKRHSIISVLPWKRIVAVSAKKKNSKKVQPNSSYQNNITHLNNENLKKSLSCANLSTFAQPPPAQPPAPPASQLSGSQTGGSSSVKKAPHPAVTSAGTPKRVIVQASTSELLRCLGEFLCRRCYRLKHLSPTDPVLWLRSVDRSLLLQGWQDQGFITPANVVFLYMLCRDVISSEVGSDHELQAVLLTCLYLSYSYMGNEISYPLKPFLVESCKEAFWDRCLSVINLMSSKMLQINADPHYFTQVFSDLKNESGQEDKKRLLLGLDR
Starred values were filed as active, the others as inactive; i = inactive; x = not tested or not shown.

No. | SMILES | Keap1 Nrf2 FP | RTF Ca sens act | PfHsp90 set2 | SUMO Mot1 rescue | dFosB act | PvdQ acylase | Cardiac RTF inh | CDK5 inh | NSD2 inh | LANA DNA inh | Rtt109 HAT inh
1 | COc1ccc(/C=C\C(=O)c2c(O)ccc3c(C)cc(=O)oc23)cc1 | -3 | -6 | -6 | -18 | 8 | 9 | 1 | -1.4 | 1 | 1.1 | 7
2 | O=C(O)c1ccc(Cl)c(S(=O)(=O)Nc2ccc(S(=O)(=O)N3CCCC3)cc2)c1 | 2 | -1 | 14 | 11 | -1 | 13 | 2 | 0.8 | 2 | -3.1 | 10
3 | CC(C)(C)NC(=O)c1ccc2c(c1)N(CC(=O)N1CCN(c3ccccc3F)CC1)C(=O)C(C)(C)O2 | -1 | -2 | -6 | 91 | -9 | -6 | -6 | -1.1 | 1 | -0.6 | -7
4 | CCc1ccccc1N(CC(=O)NC1CCCCC1)C(=O)CNC(=O)c1ccco1 | -7 | -3 | 25 | 3 | -15 | -14 | -18 | -1.9 | 2 | 0.6 | -13
5 | CCOc1cc(S(=O)(=O)n2nc(C)cc2C)ccc1Br | 3 | -2 | 22 | -11 | 2 | -9 | -2 | 1.3 | -5 | -0.7 | -1
6 | COC(=O)c1[nH]c2cccc(OC)c2c1NC(=O)CN1CC2(C)CC1CC(C)(C)C2 (centres undefined) | -3 | 2 | 0 | -4 | -5 | -11 | -4 | 0.0 | 1 | 1.1 | 7
7 | COc1ccc(CC(=O)Nc2nc(-c3ccc(OC)c(OC)c3)cs2)cc1OC | -1 | -1 | -39 | 88 | -14 | -9 | -9 | 0.7 | 16 | -0.6 | 1
8 | Cc1cccc(-c2n[nH]c(=S)n2Cc2ccccc2)c1 | 6 | -3 | -10 | -1 | -8 | 7 | -2 | 2.6 | -3 | -2.7 | -14

Brought forward from above: two entries, followed by the next part.
No. | SMILES | Keap1 Nrf2 FP | RTF Ca sens act | PfHsp90 set2 | SUMO Mot1 rescue | dFosB act | PvdQ acylase | Cardiac RTF inh | CDK5 inh | NSD2 inh | LANA DNA inh | Rtt109 HAT inh
7 | COc1ccc(CC(=O)Nc2nc(-c3ccc(OC)c(OC)c3)cs2)cc1OC | -1 | -1 | -39 | 88 | -14 | -9 | -9 | 0.7 | 16 | -0.6 | 1
8 | Cc1cccc(-c2n[nH]c(=S)n2Cc2ccccc2)c1 | 6 | -3 | -10 | -1 | -8 | 7 | -2 | 2.6 | -3 | -2.7 | -14
9 | Cc1ccc2nc(-c3ccncc3)[nH]c2c1 | -5 | 1 | 6 | 209 | -14 | 4 | -1 | 1.3 | -4 | 1.1 | 8
10 | Cc1sc2nc(CSC(C)C(=O)NC3(C#N)CCCCC3)[nH]c(=O)c2c1C (centres undefined) | -17 | 0 | -2 | x | 2 | -15 | -15 | -1.8 | 1 | 1.3 | 7
11 | CC(=O)c1ccc(NC(=O)CCC(=O)OCC(F)(F)C(F)F)cc1 | -7 | -1 | x | -8 | 2 | -11 | -3 | -1.8 | -1 | 2.2 | 11
12 | COc1ccc(CCNC(=O)CN(CCc2ccccc2)S(C)(=O)=O)cc1OC | -7 | 5 | -71 | -13 | -5 | -13 | -6 | 0.5 | 0 | 2.0 | 0
13 | O=c1[nH]c(-c2cccnc2)nc2sc(-c3ccccc3)cc12 | -1 | -5 | 7 | 14 | 0 | -12 | -3 | 0.2 | -3 | 0.0 | -23
14 | Cc1cc(N2CCCC2=O)ccc1S(=O)(=O)NC1CCCCC1 | 2 | -2 | 2 | -20 | 7 | -4 | 7 | -0.3 | 1 | -1.4 | -6
15 | COc1ccc(OC)c(CNC(=O)C2CCCN(S(=O)(=O)N3CCC(C)CC3)C2)c1 (centres undefined) | -4 | 3 | -2 | 284 | -3 | -25 | -1 | x | -5 | 0.6 | 6
16 | COc1ccc(C(=O)OCC(=O)NC(=O)NCc2ccccc2)cc1[N+](=O)[O-] | -4 | -3 | -3 | -12 | -6 | -8 | 4 | -1.0 | 0 | -0.3 | 0
17 | O=C(NCc1cc(C(F)(F)F)cc(C(F)(F)F)c1)C1CC(c2ccccc2F)=NO1 (centres undefined) | -2 | -2 | x | -6 | -9 | 6 | -5 | 1.6 | x | 2.5 | 5
18 | COC(=O)c1c(NC(=O)CSc2nc3ccccc3c(=O)n2-c2ccccc2)sc(C)c1C | -8 | 1 | -21 | -10 | 5 | -19 | -25 | -7.4 | -2 | 1.9 | -2
19 | COc1cc(OC)c(N(C)S(=O)(=O)c2cccc(C(=O)OCC(=O)N(C)Cc3ccccc3)c2)cc1Cl | 3 | -2 | -12 | x | -9 | -9 | 1 | -3.1 | -2 | 0.1 | 2
20 | NC(=O)CSc1nc2c(c(=O)n1-c1ccccc1)C1(CCCCC1)Cc1ccccc1-2 | 5 | -6 | 18 | 13 | 1 | 7 | 2 | 1.9 | 0 | -1.6 | 2
21 | Cc1cc(S(=O)(=O)Nc2ccc(C(=O)N3CC(C)OC(C)C3)cc2)ccc1F (centres undefined) | -3 | 0 | 2 | -15 | -4 | -27 | -6 | -3.0 | -2 | -1.1 | 3
22 | C=CC(c1ccccc1)C(C(=O)c1ccccc1)N(C)C (centres undefined) | -1 | -9 | 18 | x | 1 | 4 | 5 | 1.6 | 0 | 0.0 | -2
23 | CC(C)C(C(=O)NCc1ccco1)N(CC1CCCO1)C(=O)CNS(=O)(=O)c1ccccc1 (centres undefined) | -1 | 5 | 12 | x | -7 | -9 | 6 | 0.7 | -1 | -1.2 | 1
24 | COC(=O)Cc1c(C)c2cc(Cl)c(OC(=O)c3ccco3)cc2oc1=O | -3 | -5 | -23 | 237 | 1 | -24 | -3 | 0.3 | 6 | 0.1 | i
25 | CCCn1c(=N)c(S(=O)(=O)c2ccc(F)cc2)cc2c(=O)n3cccc(C)c3nc21 | 3 | -2 | -5 | 26 | -10 | 0 | -4 | 0.4 | -2 | 1.0 | -2
26 | COc1ccc(-c2noc(CN(C(=O)c3cccs3)C(C)C)n2)cc1 | -2 | 5 | -2 | -15 | 2 | -14 | -13 | -1.6 | 0 | 2.1 | -4
27 | O=C(c1ccc(Cl)cc1)C1CCCN(Cc2cnn(-c3ccccc3)c2)C1 (centres undefined) | 1 | -5 | 15 | 25 | -6 | 3 | -1 | -2.3 | 1 | 2.2 | -4
28 | O=c1cc(-c2ccc(F)cc2)[nH][nH]1 | 1 | 6 | -5 | 66 | 0 | -11 | -7 | 0.3 | 0 | -0.4 | -9
29 | O=C(Nc1nc(-c2cccs2)cs1)c1ccco1 | -6 | -1 | -1 | 19 | -10 | 11 | -6 | 0.1 | 2 | -1.1 | -1
30 | CCC(C(=O)OCC(=O)NC1CCS(=O)(=O)C1)c1ccccc1 (centres undefined) | -5 | 4 | -11 | -22 | -1 | -6 | 1 | -1.1 | -2 | -0.1 | -9
31 | CC(O)c1nc2c(c(=O)n(C)c(=O)n2C)n1C (centres undefined) | 3 | 3 | -61 | 142 | 2 | -9 | -3 | -0.8 | -5 | -1.4 | 7
32 | COc1ccc(C(=O)Nc2nc3ccccc3[nH]2)cc1 | -5 | -5 | 31 | 95 | -6 | -2 | -6 | 0.7 | 1 | 1.5 | -5
33 | O=C(c1ccccc1Sc1ccc([N+](=O)[O-])cc1)N1CCCCC1 | -5 | -3 | 14 | -2 | -3 | -6 | -13 | -2.1 | 4 | 1.0 | 1
34 | Cc1ccc(-c2cc(C(=O)Nc3sc4c(c3C(=O)NCc3ccco3)CCC4)[nH]n2)c(O)c1 | -2 | -2 | -9 | -5 | -17 | -4 | 0 | 0.0 | 1 | 0.7 | 5
35 | CCOC(=O)N1CCC(NC(=O)c2ccc3c(c2)N=C(CC)c2ccccc2S3)CC1 | -1 | 4 | -22 | 2 | -13 | -17 | -4 | 0.2 | x | 0.2 | 10
36 | CC(c1ccco1)N(C(=O)c1ccccc1NS(=O)(=O)c1cccc([N+](=O)[O-])c1)c1ccccn1 (centres undefined) | -4 | 5 | 1 | 7 | -9 | -11 | -1 | 4.9 | x | 16 | x
37 | Cc1cc(=O)[nH]c(SCc2ccc(Cl)cc2)n1 | -1 | -2 | -10 | -4 | -2 | -1 | 0 | -0.6 | 7 | -1.8 | -16
38 | S=C(NCc1cccnc1)Nc1ccc(Cl)cc1 | -4 | -4 | -34 | 4 | 3 | 4 | -4 | 2.2 | -1 | -1.5 | 5
39 | C=C(C)CNC(=S)Nc1sc2c(c1C(=O)OCC)CC(C)(C)OC2 | -5 | -6 | 2 | -6 | -6 | 9 | -2 | 1.5 | -2 | 3.0 | -4
40 | CC(C)(Oc1ccc(Cl)cc1)C(=O)NCCCn1ccnc1 | 0 | -4 | 14 | -11 | -12 | -8 | 2 | 1.2 | 1 | -0.7 | 0
41 | CCCCc1nc(SCC(=O)Nc2nnc(C(C)C)s2)n[nH]1 | -2 | 0 | -26 | -15 | -4 | -18 | -9 | 0.0 | -1 | 0.1 | -2
42 | Cc1cc(NO)nc(-c2ccc(Br)cc2)n1 | 1 | 7 | -2 | -9 | 2 | 6 | -3 | 0.5 | 9 | -0.4 | 2
43 | CC1CC(C)CN(CC(=O)c2cccs2)C1 (centres undefined) | -6 | 11 | -12 | 33 | -1 | -12 | -3 | -5.1 | -1 | 5.2 | -7
44 | O=C(O)c1ccc(NS(=O)(=O)c2cccc(S(=O)(=O)c3ccc(Cl)c(Cl)c3)c2)cc1 | -2 | -1 | -3 | 12 | 0 | 9 | 0 | 1.0 | 4 | 1.2 | 10
45 | O=C(/C=C/c1ccccc1)CCN1CCCCC1 | -29 | -2 | 117* | x | -11 | -20 | -3 | -0.2 | 7 | -0.6 | 4
46 | COc1cc2cc(C(=O)N3CCN(c4ccccc4OC)CC3)[nH]c2cc1OC | -2 | 3 | 19 | -4 | 0 | -7 | 2 | -0.1 | 9 | -2.3 | 3
47 | CCN(CC)S(=O)(=O)c1cc(NC(=O)Cc2ccc(S(=O)(=O)N3CCOCC3)s2)ccc1Cl | -4 | -1 | x | x | -20 | -1 | -6 | 0.7 | -4 | -5.3 | -4
48 | CCOc1ccc(/C=C/c2[nH]c(=O)[nH]c(=O)c2[N+](=O)[O-])cc1 | -5 | -5 | 4 | -2 | -2 | -17 | -4 | -0.2 | 5 | -1.3 | -3
49 | O=C1CNC(=O)/C(=C/c2ccco2)N1 | -6 | 3 | 38 | 4 | 4 | 9 | -5 | 2.2 | -1 | 16 | 9
50 | CC(CCc1ccccc1)NC(=O)c1ccc(NC(=O)c2cccc(Br)c2)cc1 (centres undefined) | -1 | 1 | 2 | -9 | 6 | -7 | 7 | -0.3 | -1 | -0.9 | -6
51 | C=CCNC(=O)c1cccc(Br)c1 | -1 | -5 | x | -5 | 3 | 3 | -8 | -0.3 | 2 | 1.6 | -1
52 | O=C1NCC(Nc2ccc(Br)cc2)C(=O)N1 (centres undefined) | -4 | -1 | 34 | x | 0 | -16 | -5 | 2.1 | 0 | -1.0 | -6
53 | C[C@H](CO)N1C[C@H](C)[C@@H](CN(C)S(=O)(=O)c2ccccc2)Oc2ccc(NS(=O)(=O)c3ccc(F)cc3)cc2C1=O | -2 | 5 | -11 | 14 | -7 | -10 | -14 | -1.6 | x | 0.5 | -3

Values by screen from the entries so far:
PvdQ acylase for entries 49–53 → 9, -7, 3, -16, -10
PfHsp90 set2 for entries 49–53 → 38, 2, x, 34, -11

Compound activity (PubChem BioAssay)
